Polio RdRp inh: inhibitors of poliovirus RNA polymerase binding and polymerization; 150,000 compounds, 0.66% hits; P03300; poliovirus polymerase elongation, fluorescence polarization; active compounds read low; % elongation, % (compound at 16.7 µg/mL); in the data active = % elongation below about 90%; note: some results filed as inactive read as strong as hits
Target sequence (P03300 1749-2209 limits assumed): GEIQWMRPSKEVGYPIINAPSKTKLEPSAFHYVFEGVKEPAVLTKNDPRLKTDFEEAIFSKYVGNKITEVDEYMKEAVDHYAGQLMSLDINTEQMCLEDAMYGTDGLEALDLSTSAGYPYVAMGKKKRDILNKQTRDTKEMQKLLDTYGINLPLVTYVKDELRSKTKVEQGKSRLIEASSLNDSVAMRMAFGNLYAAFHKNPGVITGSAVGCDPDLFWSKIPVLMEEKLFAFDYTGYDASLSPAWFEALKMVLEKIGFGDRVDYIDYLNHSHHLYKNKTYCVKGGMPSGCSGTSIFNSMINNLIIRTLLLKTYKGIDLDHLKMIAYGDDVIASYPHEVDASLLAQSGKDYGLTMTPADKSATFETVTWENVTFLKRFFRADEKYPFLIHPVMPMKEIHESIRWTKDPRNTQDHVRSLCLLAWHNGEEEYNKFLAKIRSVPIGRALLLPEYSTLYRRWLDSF
Polio RdRp inh FP z-score: further read-out of Polio RdRp inh, marked with its call; z-score; measured here: FP z-score; hits read low
* marks the source's active call; other numbers are inactive results. A portion of the library; the hit share may differ from the screen's.

SMILES | Polio RdRp inh | Polio RdRp inh FP z-score
CN(C)c1nc2ccc(OCCN3CCCCC3)cc2s1 | 99.0 | -0.8
CCSc1nc(-c2ccccc2F)nc2c1Cc1c(CO)cnc(C)c1O2 | 113.0 | 1.3
Cc1ccc(N(CC(=O)N2CCN(c3cccc(C)c3C)CC2)S(=O)(=O)c2c(C)nn(C)c2C)cc1 | 104.0 | -0.1
CCCc1cc(=O)[nH]c(SCC(=O)N2CC(=O)Nc3ccccc32)n1 | 100.0 | -0.1
OC1(c2ccccc2)CC2CCC(C1)N2c1ncccn1 (configuration not stated) | 100.0 | -0.9
O=C(Cc1ccccc1)NCC(=O)N1CCCCC1 | 103.0 | 1.2
CCOC(=O)C1CCN(c2nc(-c3ccc(Br)cc3)nc3ccccc23)CC1 | 111.0 | 0.6
CC(NC(N)=O)C1CC2CCC1C2 (configuration not stated) | 101.0 | -0.1
Cc1ccc(Oc2ncccc2NS(=O)(=O)c2cn(C)c(C)n2)c2c1CCC2 | 97.0 | -1.5
Cc1cccc(-n2c(/C=C/c3ccccc3O)nc3ccccc3c2=O)c1 | 106.0 | 0.7
CCOC(=O)c1sc2ccccc2c1S(=O)(=O)Nc1ccc(C(C)=O)cc1 | 101.0 | -1.4
COc1cc(NC(=O)C(NS(=O)(=O)c2ccc3c(c2)CCCC(=O)N3)C(C)C)cc(OC)c1 (configuration not stated) | 101.0 | -1.3
O=C(c1cccs1)N1CCCc2cc(NS(=O)(=O)c3ccc(F)cc3)ccc21 | 115.0 | 1.5
COc1ccc2nc(C)sc2c1 | 97.0 | -0.4
c1ccc(CCC2CCNCC2)cc1 | 103.0 | 0.4
O=c1[nH]cc(S(=O)(=O)N2CCC3(CC2)OCCO3)c(=O)[nH]1 | 101.0 | -0.6
CN1C(=O)/C(=C/c2ccc(N3CCCC3)c(F)c2)C(=O)NC1=S | 101.0 | 0.2
COc1cc(NC(=O)CN2CCCN(S(=O)(=O)c3ccc(F)cc3)CC2)cc(OC)c1 | 107.0 | 0.8
O=C(NC(=S)Nc1ccc(Nc2ccccc2)cc1)c1ccco1 | 102.0 | 0.1
Cc1c(C(=O)NC(=S)Nc2ccc(C(=O)OC(C)C)cc2)oc2ccccc12 | 101.0 | 0.2
O=S(=O)(c1ccccc1)n1nc(-c2ccc(Cl)cc2)nc1NCc1ccccc1 | 106.0 | 0.2
COc1ccc(-c2nc3sc(CCNC(=O)c4ccccc4C)c(C)n3n2)cc1 | 104.0 | -0.6
O=C(NCCN1CCN(Cc2ccccc2)CC1)Nc1ccc(OCc2ccccc2)cc1 | 101.0 | -0.3
CCc1ccc(CN2CCc3nc(N4CCN(CC)CC4)ncc3C2)cc1 | 100.0 | -0.8
CCCn1c(SC)nc2ccccc2c1=O | 95.0 | -1.5
CCN(CC)C(=O)Cn1c(=O)n(-c2ccc(C)c(C)c2)c(=O)c2c(C)c(C(=O)N(CC)CC)sc21 | 104.0 | -0.3
Cc1cc(C)c2oc(-c3ccc(Cl)c(NC(=O)c4cccs4)c3)nc2c1 | 102.0 | -0.7
CCOC(=O)COn1c(=O)c(-c2ccc(Cl)cc2)[n+]([O-])c2ccccc21 | 103.0 | 0.8
O=C(Nc1nc2ccccc2s1)c1ccccc1 | 105.0 | 0.5
CCOc1ccc(-c2ccc(=O)n(CC(N)=O)n2)cc1 | 108.0 | 0.4
Cc1ccc(CC(C#N)Sc2n[nH]c(-c3ccccc3F)n2)cc1 (configuration not stated) | 104.0 | 0.3
COC(=O)c1cc(Cl)c(NC(=S)NC(=O)C(C)(C)C)cc1OC | 102.0 | 0.1
ClC1=NN(c2ccccc2)CC1 | 100.0 | 0.1
CCCCNC(=O)Nc1nc(-c2ccc(C)cc2)c(-c2ccc(C)cc2)o1 | 107.0 | 0.5
CC1=CC(=O)C(C(=O)/C=C/c2ccccc2)C(=O)O1 (configuration not stated) | 112.0 | 1.3
Cc1cc(C)n2nc(SC(C)C(=O)NC(=O)NC3CCCCC3)nc2n1 (configuration not stated) | 102.0 | -0.6
Cc1ccc(NC(=O)c2nc(S(=O)(=O)Cc3ccc(F)cc3)ncc2Cl)cc1C | 108.0 | 0.2
CC(CCc1ccccc1)NC(=O)CSc1cc(=O)n(C)c2ccccc12 (configuration not stated) | 102.0 | -0.2
Cc1ccc(/C=C2\CN(Cc3ccccc3)C/C(=C\c3ccc(C)o3)C2=O)o1 | 139.0 | 4.1
Cc1c(-n2c(=S)[nH]c3ccccc3c2=O)c(=O)n(-c2ccccc2)n1C | 100.0 | -0.5

Arranged by formula weight (ascending): some entries from above.
SMILES | Polio RdRp inh | Polio RdRp inh FP z-score
ClC1=NN(c2ccccc2)CC1 | 100.0 | 0.1
CCCn1c(SC)nc2ccccc2c1=O | 95.0 | -1.5
O=C(Nc1nc2ccccc2s1)c1ccccc1 | 105.0 | 0.5
CC1=CC(=O)C(C(=O)/C=C/c2ccccc2)C(=O)O1 (configuration not stated) | 112.0 | 1.3
CN1C(=O)/C(=C/c2ccc(N3CCCC3)c(F)c2)C(=O)NC1=S | 101.0 | 0.2
O=C(NC(=S)Nc1ccc(Nc2ccccc2)cc1)c1ccco1 | 102.0 | 0.1
COC(=O)c1cc(Cl)c(NC(=S)NC(=O)C(C)(C)C)cc1OC | 102.0 | 0.1
CCCCNC(=O)Nc1nc(-c2ccc(C)cc2)c(-c2ccc(C)cc2)o1 | 107.0 | 0.5
Cc1c(-n2c(=S)[nH]c3ccccc3c2=O)c(=O)n(-c2ccccc2)n1C | 100.0 | -0.5
CCc1ccc(CN2CCc3nc(N4CCN(CC)CC4)ncc3C2)cc1 | 100.0 | -0.8
Cc1ccc(/C=C2\CN(Cc3ccccc3)C/C(=C\c3ccc(C)o3)C2=O)o1 | 139.0 | 4.1
CCOC(=O)COn1c(=O)c(-c2ccc(Cl)cc2)[n+]([O-])c2ccccc21 | 103.0 | 0.8
Cc1cc(C)n2nc(SC(C)C(=O)NC(=O)NC3CCCCC3)nc2n1 (configuration not stated) | 102.0 | -0.6
CC(CCc1ccccc1)NC(=O)CSc1cc(=O)n(C)c2ccccc12 (configuration not stated) | 102.0 | -0.2
Cc1cc(C)c2oc(-c3ccc(Cl)c(NC(=O)c4cccs4)c3)nc2c1 | 102.0 | -0.7
Cc1c(C(=O)NC(=S)Nc2ccc(C(=O)OC(C)C)cc2)oc2ccccc12 | 101.0 | 0.2
COc1ccc(-c2nc3sc(CCNC(=O)c4ccccc4C)c(C)n3n2)cc1 | 104.0 | -0.6
O=S(=O)(c1ccccc1)n1nc(-c2ccc(Cl)cc2)nc1NCc1ccccc1 | 106.0 | 0.2
O=C(NCCN1CCN(Cc2ccccc2)CC1)Nc1ccc(OCc2ccccc2)cc1 | 101.0 | -0.3
COc1cc(NC(=O)CN2CCCN(S(=O)(=O)c3ccc(F)cc3)CC2)cc(OC)c1 | 107.0 | 0.8
CCN(CC)C(=O)Cn1c(=O)n(-c2ccc(C)c(C)c2)c(=O)c2c(C)c(C(=O)N(CC)CC)sc21 | 104.0 | -0.3

(list continues)
SMILES | Polio RdRp inh | Polio RdRp inh FP z-score
COC(=O)C1CCCN(C(=O)C2CCCN2S(=O)(=O)c2cccc3nsnc23)C1 (configuration not stated) | 99.0 | -0.2
CN(Cc1cc2ccccc2[nH]c1=O)C(=O)C1CCCCC1 | 101.0 | -0.2
CC1(C)OC(=O)N(c2ccccc2)C12C=Cc1cc3ccccc3cc1O2 (configuration not stated) | 111.0 | 0.8
O=C(NCc1ccccc1)c1nnc(CS(=O)(=O)c2ccccc2)o1 | 99.0 | -0.1
COc1ccc2nc(N(Cc3cccnc3)C(=O)CCc3ccccc3)sc2c1 | 112.0 | 1.2
COc1cc(C2CC(=O)Nc3c2c(=O)[nH]c2ncnn32)ccc1O (configuration not stated) | 103.0 | -0.1
Cc1cc(NCCCN2CCCC2=O)n2c(nc3ccccc32)c1C#N | 104.0 | 0.9
CCN(CC)CCSc1nnc(Nc2ccccc2)n1-c1ccccc1 | 103.0 | 0.5
Cc1ccc(CNc2nc3ccccc3n3c(C)nnc23)cc1 | 104.0 | -0.5
CC(OC(=O)COc1ccc(-c2ccccc2)cc1)C(N)=O (configuration not stated) | 94.0 | -0.6
O=C(Nc1ccc2nn(-c3ccccc3)nc2c1)c1ccccc1 | 108.0 | 2.3
O=C(CCC(=O)c1ccccc1)c1ccccc1 | 100.0 | 0.1
CCc1ccc(NC(=O)CC2C(=O)NCCN2C(=O)c2ccccc2OC)cc1 (configuration not stated) | 105.0 | 0.2
O=C(CSc1cn(CC(=O)N2CCCCC2)c2ccccc12)Nc1ccc(C(F)(F)F)cc1 | 120.0 | 0.5
COc1ccc(S(=O)(=O)Nc2cc(Cl)c3oc(=O)sc3c2)cc1OC | 101.0 | 0.3
O=C(NC1CCCCC1)/C(=C/C=C\c1ccccc1)NC(=O)c1ccccc1 | 110.0 | 0.5
Cc1onc(-c2c(Cl)cccc2Cl)c1C(=O)OC1=CC(=O)CC(C)(C)C1 | 109.0 | 1
COc1cc(S(=O)(=O)N2CCC(n3c(=O)[nH]c4ccccc43)CC2)ccc1-n1cnnn1 | 104.0 | 0.7
COc1ccc(CCNC(=O)CN2C(=O)COc3ccc(S(=O)(=O)N4CCCC4)cc32)c(OC)c1 | 103.0 | -0.4
O=C(/N=C1/c2ccccc2CN1c1ccccc1)Nc1ccccc1 | 95.0 | -0.4
c1ccc(Nc2nc(N3CCCCC3)c3ccccc3n2)cc1 | 96.0 | -0.4
Cc1c(Cl)cccc1-n1c(SCc2cc(=O)n3ccccc3n2)nc2n[nH]c(C)c2c1=N | 100.0 | -0.8
CC(C)NC(=O)C1CCN(C(=O)N2CCOc3ccccc32)CC1 | 102.0 | 0.1
Cc1nccn1-c1c2c(c(C#N)c3nc4ccccc4n13)CCCC2 | 103.0 | 0.3
Cc1nn(-c2ccccc2)c2nc(Cl)c(C=C(C#N)C#N)cc12 | 103.0 | 0.3
COc1ccc(-c2c(C#N)c(SCC(=O)Nc3ccc(Br)cc3)nc(C)c2C(=O)Nc2ccccc2)cc1 | 105.0 | 0.3
O=C(Nc1cccc(F)c1)c1cc(S(=O)(=O)NCCc2ccccc2)ccc1F | 105.0 | 1.4
CCN(CC)S(=O)(=O)c1ccc(NC(=O)C2=NN(c3ccccc3)C(=O)CC2)cc1 | 100.0 | 0.4
c1coc(CNc2c(-c3ccc(N4CCCC4)cc3)nc3cnccn23)c1 | 103.0 | 0.5
CC(OC(=O)C1=Cc2ccccc2OC1)C(=O)NCC1CCCO1 (configuration not stated) | 102.0 | 0.2
CC1CCCC(NC(=O)COC(=O)c2ccc(Br)o2)C1C (configuration not stated) | 103.0 | 0.8
CN(CCO)c1nc(-c2ccccc2)c2cc(Br)ccc2n1 | 105.0 | 1.6
CC(=O)N/C(N)=N\c1nc(=O)c2ccccc2s1 | 101.0 | -0.1
CCN(c1ccccc1)S(=O)(=O)c1ccc(NC(=O)c2nc(SC)ncc2Cl)cc1 | 121.0 | 0.4
O=C1NC(=O)/C(=C\c2ccccc2C(F)(F)F)S1 | 103.0 | 0.5
CN(C(=O)CSc1c2c(nc3cc(Cl)ccc13)CCCC2)c1ccc(F)cc1 | 101.0 | 0.1
C=CCNC(=O)CSc1nccc(-c2sc3sc(Br)c(C)c3c2C)n1 | 105.0 | 0.1
O=C(Nc1cccc(C(F)(F)F)c1)c1cccc(F)c1 | 102.0 | -0.2
O=C(O)/C=C/c1cn(CCC(=O)O)nc1-c1ccccc1 | 98.0 | -0.4
CCc1ccc(N2CC(C)Cn3c2nc2c3c(=O)n(CC(=O)O)c(=O)n2C)cc1 (configuration not stated) | 107.0 | 0.5
Cc1ccc(CN2CCN(CC(=O)NCc3ccccc3Cl)C2=O)cc1 | 112.0 | 0
CC(C)C(Sc1nncn1C(C)C)C(=O)NC(N)=O (configuration not stated) | 105.0 | 0.2
COc1cccc(CNc2sc3c(c2C(=O)Nc2ccc(OC)cc2OC)CCC3)c1 | 113.0 | 1.2
C[C@H](CS)C(=O)N1CCC[C@H]1C(=O)O | 100.0 | 0
Cn1c(CSc2ccccc2)nc2ccccc21 | 102.0 | 0.1
CCOC(=O)c1c(NC(C)=O)c2c3c(sc2n1Cc1nc(-c2cccc(C)c2)oc1C)CCCC3 | 109.0 | -0.3
Cn1c(=O)c2c(ncn2CC(=O)NCc2ccco2)n(C)c1=O | 101.0 | -0.2
O=C1/C(=C/c2cccc(F)c2)COc2ccccc21 | 104.0 | 0.2
CCOc1ccc2nc(SCC(N)=O)[nH]c2c1 | 97.0 | -0.6
COC(=O)CC(=O)CSc1nc2cc(C(=O)NCC(C)C)ccc2c(=O)n1CCc1ccccc1 | 113.0 | 1.2
Further records:
SMILES | Polio RdRp inh | Polio RdRp inh FP z-score
COc1cccc(N2CCN(CC(=O)c3ccc4ccn(C(C)=O)c4c3)CC2)c1 | 99.0 | -0.1
Cc1cc(C2(c3cc(C)c(N)c(C)c3)CCCCC2)cc(C)c1N | 100.0 | -0.4
O=S(=O)(Nc1ccccc1NS(=O)(=O)c1ccc(F)cc1)c1ccc(F)cc1 | 100.0 | -0.3
C(=C\c1ccccc1)/CN1CCNCC1 | 105.0 | 0.3

Compound activity from PubChem.
